Bioassay records (PubChem BioAssay)
MrgX1 antag: antagonists of human MrgX1 receptor. 310,000 tested, 1.3% active. MRGX1-HEK293 calcium flux, Fluo-4, BAM8-22 antagonism; active compounds read low. B-score at 10 µM. Q96LB2. AID 588676;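 active = calcium-response B-score plate-corrected more than 3 library SD below zero, starting fluorescence within 5 deviations, no agonist response on first addition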;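 also: peak minus trough fluorescence over baseline after final BAM8-22 challenge near maximal dose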
TRPC4 block: blocks the mouse TRPC4 cation channel. AID 2247. HEK293 TRPC4beta/mu-opioid, DAMGO-evoked Fluo4 calcium flux; active compounds read low. 300,000 tested, 0.39% active. Q9QUQ5. B-score at 10 µM;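 active = B-score over 3 SD under the library average, no early fluorescence shift, positive overall ratio signal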
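Assay system – HEK293 line stably carrying TRPC4beta and mu-opioid receptor · Doses – single dose · Detection – Fluo4 calcium-dye fluorescence, kinetic read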
MrgX1 PAM: human MrgX1 positive allosteric modulation, primary screen; 310,000 tested, 0.63% active; Q96LB2; B-score at 10 µM; MrgX1-HEK293, Fluo-4 calcium flux, FDSS; active compounds read high;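 active = plate-corrected calcium response at least 3 library SD above typical, normal starting fluorescence, not activating the receptor alone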;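 also: compound read alongside a low EC10 to EC30 dose of BAM8-22 agonist; peak minus trough fluorescence over baseline measured at the second addition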
MrgX1 ag: agonists of human MrgX1 receptor; Q96LB2; MrgX1-HEK293 cells, Fluo-4 calcium fluorescence, agonist mode; active compounds read high; B-score at 10 µM; 310,000 tested, 0.44% active;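 active = calcium response B-score plate-corrected fluorescence ratio at least 3 library SD, with starting fluorescence B-score inside 5 SD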
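Test system: HEK293 cells stably expressing human MrgX1 receptor; Input: fifteen thousand cells per well; Dosing: compound delivered in addition one of three; Schedule: overnight seeding, then 1 h dark dye loading; Technique: Fluo-4 NW calcium fluorescence; Measure: B-scored fluorescence response ratio; Controls: positive and negative controls per plate.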
TRPC6 act: activators of mouse TRPC6 channel. Q61143. HEK293-TRPC6 membrane potential dye fluorescence; active compounds read high. B-score at 10 µM. 310,000 tested, 0.13% active. AID 2550;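 active = B-score of the integrated fluorescence ratio above library mean plus 3 SD, and starting fluorescence ratio within library mean plus 5 SD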;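 also: higher score means more depolarization so channel activation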
Target sequence (Q61143 whole entry, looked up): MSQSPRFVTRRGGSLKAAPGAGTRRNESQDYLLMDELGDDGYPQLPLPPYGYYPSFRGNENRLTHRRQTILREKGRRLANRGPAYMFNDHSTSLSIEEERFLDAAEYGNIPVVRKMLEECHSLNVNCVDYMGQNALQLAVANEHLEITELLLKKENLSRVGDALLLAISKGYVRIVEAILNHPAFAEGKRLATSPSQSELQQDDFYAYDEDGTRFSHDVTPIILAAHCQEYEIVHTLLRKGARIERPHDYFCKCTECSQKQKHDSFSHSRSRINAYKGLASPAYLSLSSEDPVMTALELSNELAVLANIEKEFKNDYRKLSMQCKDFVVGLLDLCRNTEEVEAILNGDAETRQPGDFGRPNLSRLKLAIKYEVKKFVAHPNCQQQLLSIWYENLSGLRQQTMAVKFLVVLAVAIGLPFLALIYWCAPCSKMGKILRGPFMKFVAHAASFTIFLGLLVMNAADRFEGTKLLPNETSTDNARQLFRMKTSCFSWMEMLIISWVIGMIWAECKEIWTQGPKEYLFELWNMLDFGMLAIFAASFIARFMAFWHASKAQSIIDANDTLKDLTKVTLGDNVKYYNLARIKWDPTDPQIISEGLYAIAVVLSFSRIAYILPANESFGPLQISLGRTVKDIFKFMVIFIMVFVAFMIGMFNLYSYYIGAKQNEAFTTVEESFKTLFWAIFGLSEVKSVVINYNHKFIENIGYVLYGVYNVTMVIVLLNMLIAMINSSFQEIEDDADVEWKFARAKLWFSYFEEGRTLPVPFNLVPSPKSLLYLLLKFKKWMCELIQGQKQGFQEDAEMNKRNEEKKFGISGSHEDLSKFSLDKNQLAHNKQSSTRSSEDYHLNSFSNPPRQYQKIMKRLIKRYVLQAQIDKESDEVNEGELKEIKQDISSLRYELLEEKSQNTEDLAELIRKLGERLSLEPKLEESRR
TMEM16A act: mouse TMEM16A channel activation, primary screen; Q8BHY3; HEK293 TMEM16A/YFP-H148Q/I152L, iodide quench fluorescence; active compounds read low; B-score at 10 µM; 340,000 tested, 0.3% active; AID 623877;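 active = fluorescence-ratio B-score plate-corrected deviation score at least 3 library SD below zero, with starting fluorescence score within 5 deviations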;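 also: channel opened by trigger with iodide after compound preincubation; score built on the fluorescence ratio of max minus min over baseline; more negative score means more quench and so TMEM16A activation or potentiation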
TRPC4 act: TRPC4 (mouse) channel activation | HEK293 TRPC4beta/mu-opioid, Fluo4 calcium fluorescence; active compounds read high | 310,000 tested, 0.49% active | B-score at 10 µM;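 active = B-score above 5 SD of library B-scores, and initial fluorescence ratio not above library mean plus 5 SD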;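 also: positive B-score marks a calcium rise read as TRPC4 activation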
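System – HEK293 cells stably co-expressing mouse TRPC4beta and mu-opioid receptor · Signal – Fluo4 calcium-sensitive dye fluorescence, kinetic, 1 Hz baseline · Benchmarks – buffer (low) and maximal DAMGO (high) · Read-out – B score of integrated fluorescence ratio per well · Incubation – dye loading 45 min room temperature, 110 s kinetic read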
RGS4 inh: inhibitors of human RGS4; P49798; HEK293 M3R/RGS4 inducible, Fluo-4 calcium flux; active compounds read high; triggered by carbachol at its EC20; AID 463165; 310,000 tested, 0.45% active; B-score at 10 µM;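 active = B-score, a plate-corrected calcium signal, over three deviations above library mean, with baseline fluorescence within five deviations of library mean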;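 also: RGS4 expression induced by doxycycline in cells with stable M3 receptor; B-score is computed from the integrated fluorescence ratio over baseline after carbachol; higher B-score means a larger calcium signal and so more RGS4 inhibition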
TRPC4 potent: allosterically enhances the mouse TRPC4 cation channel; 310,000 tested, 0.42% active; B-score at 10 µM; HEK293 TRPC4beta/mu-opioid, DAMGO EC20, Fluo-4 Ca2+ flux; active compounds read high; Q9QUQ5;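 active = B-score of calcium response area above 5 SD of library B-scores, with initial fluorescence ratio within 5 SD of library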;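 also: B-score of integrated fluorescence ratio over time as area under calcium response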
TMEM16A inh: inhibitors of mouse TMEM16A calcium-activated chloride channel. normalized B-score (activity score, 25-100; higher = stronger inhibition) at 10 µM. 310,000 tested, 1.2% active. AID 588511. Q8BHY3. HEK293 TMEM16A/YFP iodide influx fluorescence, ionomycin;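 active = ratio plate-corrected score three or more library SD toward inhibition, starting fluorescence score within five deviations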;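 also: score derived from kinetic fluorescence span divided by baseline fluorescence per well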
TRPC6 inhibitor: mouse TRPC6 channel inhibition; Q61143; HEK293-TRPC6, membrane potential dye, ACh-evoked depolarization; active compounds read low; B-score at 10 µM; 310,000 tested, 1.1% active;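 active = B-score under library mean minus 3 SD, initial fluorescence not abnormally high, positive integrated signal ratio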;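 also: B-score derived from integrated fluorescence ratio over the kinetic read; more negative B-score means stronger inhibition of depolarization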
Active calls of the source: *; i = inactive; x = not tested or not shown.

Value order: TMEM16A act, TRPC4 potent, TRPC6 inhibitor, TRPC4 block, MrgX1 ag, MrgX1 antag, MrgX1 PAM, TRPC4 act, RGS4 inh, TRPC6 act, TMEM16A inh
CCOc1ccc(NC(=O)CN(C)Cc2cc(=O)n3c(-c4ccccc4)csc3n2)cc1OCC
    i, i, i, i, i, i, i, i, i, i, i
COc1ccc(N(C(C)C(=O)N/N=C/c2cc(Br)c(C)o2)S(C)(=O)=O)cc1 (stereo not given)
    i, i, i, i, i, i, i, i, i, i, i
COc1cccc(N=Nc2c(=O)[nH]n3c(C)cc(C)nc23)c1
    i, i, i, i, i, i, i, i, i, i, i
Cc1[nH]n(-c2cccc(Cl)c2)c(=O)c1-c1ccc(Cl)cc1
    i, i, i, i, i, i, i, i, i, i, 25*
COc1ccc(S(=O)(=O)N2CC(=O)Nc3ccccc32)cc1
    i, i, i, i, i, i, i, i, i, i, i
C/C(=C\C(=O)c1ccc(C)cc1)Nc1cccc(O)c1
    i, i, i, i, i, i, i, i, i, i, i
COc1ccc(C(=O)Nc2ccc(C)cn2)c(OC)c1
    i, i, i, i, i, i, i, i, i, i, 100*
CCN(CC)CCNC(=O)CS(=O)Cc1nc(-c2ccc(Cl)cc2)oc1C (stereo not given)
    i, i, i, i, i, i, i, i, i, i, i
O=C(NCCN1CCOCC1)c1ccc(F)cc1
    i, i, i, i, i, i, i, i, i, i, i
Cc1ccc(NC(=O)CN2CCOCC2)cc1Cl
    i, i, i, i, i, i, i, i, i, i, i
CCc1nc(C)cc2c1sc1ccccc12
    i, i, i, i, i, i, i, i, i, i, i
COC(=O)c1ccc(CNC(=O)c2c3c(nc4ccccc24)CCN(Cc2ccccc2)C3)cc1
    i, i, i, i, i, i, i, i, i, i, i
COc1ccc(S(=O)(=O)N2CCCC2CNC(=O)C(=O)NCc2ccc3c(c2)OCO3)cc1 (stereo not given)
    i, i, i, i, i, i, i, i, i, i, i
CC(C)(C)n1nnnc1C(c1ccccc1F)N(Cc1ccco1)CC1CCCO1 (stereo not given)
    i, i, i, i, i, i, i, i, i, i, i
CCOc1cc(Br)c(Br)c(C=Nc2ccc(NC(C)=O)cc2)c1O
    i, i, i, i, i, i, i, i, i, i, i
COc1ccc(N(CC(=O)NCCSCc2ccc(C)cc2)S(=O)(=O)c2ccccc2)cc1
    i, i, i, i, i, i, i, i, i, i, 25*
COc1cc(CN2CCC(CCC(=O)NC3CC3)CC2)cc(Cl)c1OC
    i, i, i, i, i, i, i, i, i, i, i
COc1ccc(OC)c2sc(NC(=O)c3ccc(Br)s3)nc12
    i, i, i, i, i, i, i, i, i, i, i
COc1ccc(-n2c(SCCC#N)nnc2-c2cc(Cl)ccc2OC)cc1Cl
    i, i, i, i, i, i, i, i, i, i, i
CCNc1c(NS(=O)(=O)c2ccc(OC)cc2)c(=O)oc2ccccc12
    i, i, i, i, i, i, i, i, i, i, i
O=C(CN1C(=O)COc2ccc(S(=O)(=O)N3CCCCC3)cc21)NCc1ccccc1Cl
    i, i, i, i, i, i, i, i, i, i, i
CC1O[C@@H](O[C@H](C)CC[C@@H](C)O)C(O)C[C@H]1O (stereo not given in full)
    i, i, i, i, i, i, i, i, i, i, i
C=CCOC(=O)CCP(=O)(CCC(=O)OCC=C)c1ccccc1
    i, i, i, i, i, i, i, i, i, i, i
Cc1ccc2[nH]c(-c3ccccc3)cc(=O)c2c1
    i, i, i, i, i, i, i, i, i, i, i
Cc1nc(N2CCOCC2)[nH]c(=O)c1CCC(C)C
    i, i, i, i, i, i, i, i, i, i, i
COc1cccc(OCc2cc(C(=O)N3CCC(C(O)C(C)C)CC3)no2)c1 (stereo not given)
    i, i, i, i, i, i, i, i, i, i, i
Cc1ccc(NC2CCCN(C(=O)c3ccccc3-c3ncc[nH]3)C2)cc1C (stereo not given)
    i, i, i, i, i, i, i, i, i, i, i
COc1ccc(CN2C(=O)C(CC(C)C)Nc3ncnc(N4CCCCC4)c32)cc1 (stereo not given)
    i, i, i, i, i, i, i, i, i, i, i
CC1(C)CC(=O)C2=C(C1)OC(N)=C(C#N)C21CCN(Cc2ccccc2)CC1
    i, i, i, i, i, i, i, i, i, i, i
COc1ccc(OC)c(NC(=O)c2cccc(Cn3cc(Br)c([N+](=O)[O-])n3)c2)c1
    i, i, i, i, i, i, i, i, i, i, i
O=C(O)CCC(=O)Nc1ccc(C(=O)OCC(=O)c2ccc(Cl)cc2)cc1
    i, i, i, i, i, i, i, i, i, i, i
Cc1ccc(-c2cc(C(=O)Nc3ccccn3)c3ccccc3n2)o1
    i, i, i, i, i, -5.13*, i, i, i, i, i
COc1ccc(CCNCC(O)COc2ccc(OC)cc2C(C)(C)C)cc1 (stereo not given)
    i, 16*, i, i, i, i, i, i, i, i, i
COc1ccccc1OCCCN1C(=O)C(=O)c2cccc(C)c21
    i, i, i, i, 28.2*, i, i, i, i, i, i
[O-]c1n[n+](-c2ccc(Cl)cc2)cc2ccccc12
    i, i, i, i, i, i, i, i, i, i, i
O=C(NC(=S)NCCOCc1ccc(Cl)cc1)c1cccnc1
    i, i, i, i, i, i, i, i, i, i, i
CCNC(=O)CC1C(=O)N(c2ccc(F)cc2)C(=O)N1CCC(C)C (stereo not given)
    i, i, i, i, i, i, i, i, i, i, i
COc1ccc(CCNC(=O)c2cnc(C)cn2)cc1
    i, i, i, i, i, i, i, i, i, i, i
CCCn1nnc(NC(=O)/C=C/c2ccc(C(C)C)cc2)n1
    i, i, i, i, i, i, i, i, i, i, i
C/C=C/Cn1c(N2CCCCCC2)nc2c1c(=O)[nH]c(=O)n2C
    i, i, i, i, i, i, i, i, i, i, i
Cc1c(NS(=O)(=O)c2cccc(C(=O)NCc3ccncc3)c2)c(=O)n(-c2ccccc2)n1C
    i, i, i, i, i, i, i, i, i, i, i
O=C(c1cccc([N+](=O)[O-])c1)c1ccccn1
    i, i, i, i, i, i, i, i, i, i, i
CCOC(=O)c1ccc(NC(=O)CSc2nnc(CNc3ccc(OC)cc3)n2C)cc1
    i, i, i, i, i, i, i, i, i, i, i
Cc1ccccc1NC(=O)CN1C(=O)NC(C)(c2ccc3c(c2)OCO3)C1=O (stereo not given)
    i, i, i, i, i, i, i, i, i, i, i
CCCCNC(=O)Nc1cc(C)on1
    i, i, i, i, i, i, i, i, i, i, i
O=C(/C=C/c1ccc[nH]1)c1ccc(F)cc1
    i, i, i, i, i, i, i, i, i, i, i
CCCCC(CCC(=O)NNC(=O)Cc1ccccc1)C(=O)O (stereo not given)
    i, i, i, i, i, i, i, i, i, i, i
CCOC(=O)C1CCN(S(=O)(=O)c2ccc(Br)c(OCC)c2)CC1
    i, i, i, i, i, i, i, i, i, i, i
COc1ccc(NC(=O)CS(=O)CC(=O)NC2CCCc3ccccc32)cc1 (stereo not given)
    i, i, i, i, i, i, i, i, i, i, i
COc1ccc(C(CNC(=O)COc2ccccc2)N2CCOCC2)cc1 (stereo not given)
    i, i, i, i, i, i, i, i, i, i, i
O=C(CCCN1C(=O)/C(=C\c2cccs2)SC1=S)Nc1ccc(O)cc1C(=O)O
    i, i, i, i, i, i, i, i, i, i, i
Cc1cc(C)cc(Oc2ccccc2C=O)c1
    i, i, i, i, i, i, i, i, i, i, i
Cc1nc(NC(=O)C2CC2)sc1C(=O)Nc1ccccc1Cl
    i, i, i, i, i, i, i, i, i, i, i
O=C(c1ccccc1Cl)N1CCCC(c2nc3c(nnn3Cc3ccccc3)c(=O)[nH]2)C1 (stereo not given)
    i, i, i, i, i, i, i, i, i, i, i
c1ccc(N=P(c2nc3ccccc3o2)(N2CCOCC2)N2CCOCC2)cc1
    i, i, i, i, i, i, i, i, i, i, i
O=C(/C=C/c1ccc(Cl)cc1)N1CCN(c2ccc(Cl)cc2[N+](=O)[O-])CC1
    i, i, i, i, i, i, i, i, i, i, i
Cc1nc(N)sc1-c1csc(Nc2ccc(Cl)cn2)n1
    i, i, i, x, i, i, i, i, i, i, 25*
CCOC(=O)c1cc2cc([N+](=O)[O-])ccc2oc1=O
    i, i, i, i, i, i, i, i, i, i, i
CC(C)(C)c1cc(C(=O)NNc2cccc(Cl)c2)n(Cc2ccccc2)n1
    i, i, i, i, i, i, i, i, i, i, i
Cc1cc(C)cc(NCCC#N)c1
    i, i, i, i, i, i, i, i, i, i, i

(further entries)
Value order: TMEM16A act, TRPC4 potent, TRPC6 inhibitor, TRPC4 block, MrgX1 ag, MrgX1 antag, MrgX1 PAM, TRPC4 act, RGS4 inh, TRPC6 act, TMEM16A inh
COCCCN=C1NN=C(c2cc(C)n(Cc3ccco3)c2C)CS1
    i, i, i, i, i, i, 10.5*, i, i, i, i
O=C(Nc1ccc(N2CCOCC2)cc1)Nc1ccc2nc(-c3ccco3)c(-c3ccco3)nc2c1
    i, i, i, i, i, i, i, i, i, i, i
O=[N+]([O-])c1ccccc1/C=N/N1CCN(Cc2ccccc2)CC1
    i, i, i, i, i, i, i, i, i, i, i
COc1ccc(Cl)cc1C(=O)CSc1nnnn1C1CCCCC1
    i, i, i, i, i, i, i, i, i, i, 100*
CCCN1C(=O)c2cc(C(=O)Nc3ccccc3CC)ccc2C1O (stereo not given)
    i, i, i, i, i, i, i, i, i, i, i
CCCN1CCC(NC(=O)Cc2ccc(C)cc2)CC1
    i, 10*, i, i, i, i, i, 62*, i, i, i
CN1CCCC(OC(=O)c2ccc(S(=O)(=O)N(C)C)cc2)C1 (stereo not given)
    i, i, i, i, i, i, i, i, i, i, i
COc1ccc2nc(N3CCCCC3)c(/C=C3\SC(=S)NC3=O)cc2c1
    i, i, i, i, i, i, i, i, i, i, i
